EWS-Fli inh – blocks EWS/Fli oncoprotein-driven transcription; actives 0.67% (n = 350,000); A673 NR0B1-luciferase reporter, viability-normalised; AID 651661; inhibition, % at 12.6 µM;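 active means mean inhibition of at least 50% after viability correction, with every replicate also passing that limit; inconclusive means mean reaches 50% but only one of two replicates passes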;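 further: firefly luciferase signal divided by Alamar Blue viability fluorescence both relative to DMSO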
LGR2 inh – Drosophila LGR2 receptor signaling inhibition; HEK293 LGR2, CRE-luciferase, bursicon-stimulated, 4 h; actives 0.35% (n = 380,000); AID 720647; inhibition, % at 9.99 µM;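 active means drop in luminescence signal, shown as inhibition above about 50% in the replicate tests, limit read from the data, passing the limit was not always enough; inconclusive means probably only some replicates passing the limit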;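 further: agonist challenge used bursicon conditioned medium at about half maximal strength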
CASP6 VEID inh – inhibitors of human caspase-6; actives 0.53% (n = 350,000); AID 686996; inhibition, % at 12.5 µM; purified caspase-6, Z-VEID-R110 cleavage fluorescence;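 active means mean inhibition across replicates at least about 35%, with every replicate also reaching that limit, limit read from the data; inconclusive means only one of the two criteria met; inactive means neither criterion met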;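 further: 0% = median of neutral control wells and 100% = no fluorescence left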
Target sequence (P55212 24-179 limits assumed): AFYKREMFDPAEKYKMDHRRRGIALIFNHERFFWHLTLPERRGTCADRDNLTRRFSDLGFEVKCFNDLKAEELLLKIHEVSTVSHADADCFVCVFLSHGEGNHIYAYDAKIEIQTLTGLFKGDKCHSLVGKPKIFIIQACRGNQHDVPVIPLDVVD
Target sequence (P55212 194-293 limits assumed): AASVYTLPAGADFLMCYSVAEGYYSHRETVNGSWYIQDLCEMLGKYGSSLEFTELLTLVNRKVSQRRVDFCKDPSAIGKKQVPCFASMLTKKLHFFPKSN
PGC1a acetyl inh – lowers PGC1a acetylation signal in U2OS cells | AID 651687 | inhibition, % at 15.6 µM | AlphaScreen anti-acetyl-lysine; with virally co-expressed GCN5 acetyltransferase | actives 0.17% (n = 350,000);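 active means every replicate shows inhibition of at least 40%; inconclusive means mean inhibition at least 40% but some replicate below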;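 further: 0% = neutral control wells and 100% = positive control wells; some results beyond the cut were filed as inactive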
Cneo AK release – causes C. neoformans cell lysis | adenylate kinase release luminescence, 4 h; normalised: neutral wells 0, clomiphene wells 100 | lysis activity, % at 15 µM | actives 0.2% (n = 360,000) | AID 651654;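 active means mean lysis activity across replicates of at least 80%, whatever share of replicates individually reach that level; inactive means mean lysis activity below 80%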
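Assay system: log-phase C. neoformans yeast / Quantity: yeast cell density of 5 × 10^6 cells/mL / Medium: fresh YPD growth medium / Compound: single dose / Timing: static 4 h at 37 °C with compound, 1 h detection / Measured by: adenylate kinase release luminescence / Read-out: lysis from increased AK signal / Benchmarks: Clomiphene as positive lysis control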
PAX8 reporter – inhibitors of PAX8 transcriptional activity in RMG-I cells. RMG-I TPO-luciferase reporter, SteadyGlo, 24 h. inhibition, % at 12.6 µM. actives 1.2% (n = 360,000);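 active means mean replicate inhibition at least 60% with every replicate also reaching 60%; inconclusive means only one of the two criteria is met; inactive means mean below 60% and not all replicates reaching 60%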;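 further: luciferase light reporting Pax8 driven TPO promoter activity; plate controls were median of neutral control wells for no effect and mitoxantrone controls for full effect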
FN deposition inh – fibronectin deposition inhibition. AH1F fibroblasts, Alexa488-fibronectin deposition fluorescence, overnight. actives 0.086% (n = 350,000). inhibition, % at 12.6 µM;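 active means mean inhibition across replicates of 30% or more, regardless of how many single replicates reach that level; inconclusive means mean under 30% yet at least half of replicates reach 30%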;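 further: positive control wells lacked labelled fibronectin entirely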
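Assay system: AH1F fibroblasts / Quantity: 10000 cells per well / Medium: DMEM plus 2% serum, read in PBS / Reagent: labelled fibronectin 24 nM / Dosing: single dose, pinned / Times: 1 h cell attachment, overnight exposure to compound and label / Signal: fluorescence, ex 485 nm, em 525 nm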
miR-122 sensor – blocks miR-122 activity in Huh7 sensor cells | actives 0.3% (n = 340,000) | Huh7 miR-122 Renilla luciferase sensor, 48 h; neutral wells = 0, positive control = 100 | activation (reporter increase), % at 12.5 µM | AID 602342;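 active means mean replicate activation score at least 90 and every replicate individually at or above 90; inconclusive means only one of the two criteria met; inactive means neither criterion met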;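 further: higher luciferase means less miR-122 activity so hits act as miR-122 inhibitors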
* = called active by the depositor; ? = inconclusive; / = not tested or not shown; & = joins results of further samples; [ ] = another dose, or the depositor's remark. Compounds were not picked by outcome. Share with any hit: about 2.5%.

Values run as follows: EWS-Fli inh, LGR2 inh, CASP6 VEID inh, PGC1a acetyl inh, Cneo AK release, PAX8 reporter, FN deposition inh, miR-122 sensor
Cc1nn(CCOc2ccccc2)c(=O)n1-c1ccccc1
 : /, /, /, 8, 2, -76, -1, 11
C[C@@H]1CN([C@@H](C)CO)C(=O)c2cc(NC(=O)Nc3ccccc3)ccc2O[C@H]1CN(C)Cc1ccccc1
 : -12, 35, 1, -3, -3, 7, 5, -1[16.7 µM]
O=C(C[n+]1ccc(C(=O)N/N=C/c2ccc(OCc3ccccc3)cc2)cc1)c1ccccc1
 : -57, -9, 1, 3, 1, /, /, -4
CCn1c(C)nc2c(C)[n+](CC(=O)c3ccc(Br)cc3)ccc21
 : -19, -14, -5, /, /, -9, 1, /
C[C@H](CO)N1C[C@H](C)[C@H](CN(C)C(=O)Nc2cccc(C(F)(F)F)c2)OCc2cnnn2CCCC1=O
 : 2&-4, 4&5, -6&-1, 10&-4, 1&1, -19&2, -4&-12, -3
CC(C)Cn1c(N)c(C(=O)COC(=O)c2cc(S(=O)(=O)N3CCOCC3)ccc2Br)c(=O)n(C)c1=O
 : 28, 4, 2, 2, -1, 17, /, -5
CC(C)c1ccc(NC(=O)Nc2cnccn2)cc1
 : -12, -67, 1, /, -1, -80, 6, 13
Cc1ccc(-n2nc3c(=O)n(C(C)C(=O)NC4CC4)nc(C)c3c2C)cc1 (configuration not stated)
 : 3, -3, 1, -21, -1, -11, -6, 0
CCCCN(C(=O)c1c(CC)noc1C)c1c(N)n(CC(C)C)c(=O)[nH]c1=O
 : -5, 6, -3, 3, 0, -7, 1, -6
Cc1ccc(-c2nc(CS(=O)(=O)CC(=O)NC3CCCCC3C)c(C)o2)cc1 (configuration not stated)
 : 0, -19, 0, -21, 1, -14, 0, 0
CCCCn1c(N)c(N(CC(C)C)C(=O)CCNC(=O)c2ccc(Cl)cc2)c(=O)[nH]c1=O
 : 2, -8, 0, /, /, -4, /, /
CCNC(C(=O)c1c[nH]c2c(CC)cccc12)c1ccccc1 (configuration not stated)
 : 7, 0, -5, -12, -3, -4, 0, 2
Cc1ccc(NC(=O)Nn2cnnc2)c(C)c1
 : /, -42, 1, /, 1, -11, 2, 0
O=C(c1cccs1)N1C[C@H](O)[C@@H](n2cc(-c3ccc(F)cc3)nn2)C[C@@H]1c1ccccc1
 : -7, -2, 2, 5, 4, -16, 19, 9
O=C(Nc1cc(Br)ccc1C(=O)NCc1cccc(O)c1)c1ccccc1
 : 7, /, -1, -26, -11, 27, /, /
CCN(CC(=O)Nc1ccc(NC(C)=O)cc1)C(=O)/C=C/c1cn(Cc2ccccc2)nc1-c1cccnc1
 : 2, -2, -2, -6, -3, 3, -1, -5
CCC(C)(C)n1nnnc1C(c1ccncc1)N1CCN(c2cccc(OC)c2)CC1 (configuration not stated)
 : 7, 5, 0, 1, -1, /, /, 6
C[C@@H]1CN([C@H](C)CO)C(=O)c2cccc(NC(=O)c3ccc(-c4nccs4)cc3)c2O[C@@H]1CN(C)Cc1ccncc1
 : -7, -8, 23, 1, -1, -8, /, 1[16.7 µM]
COc1cc(CN2C[C@@H](CO)O[C@@H](n3cnc4c(N(C)C)ncnc43)C2)cc(OC)c1OC
 : 3, -4, 0, 0, 2, -3, 1, -4
C=C1CCC[C@]2(C)C[C@H]3OC(=O)C(CN4CCOCC4)[C@H]3C[C@@H]12 (some centres not stated)
 : 9, /, -2, -2, -1, 34, -1, -17
C[C@H]1CCCCO[C@H](CN(C)S(=O)(=O)c2ccc(F)cc2)[C@@H](C)CN([C@@H](C)CO)C(=O)c2cc(NS(=O)(=O)c3cn(C)cn3)ccc2O1
 : 3, -10, 3, -7, 7, 2, 3, 19[16.7 µM]
Cc1nc2ccc(NS(=O)(=O)c3ccc(F)cc3F)cc2s1
 : 3, 11, 3, -8, -1, 0, 10, -2
COc1cc(C(=O)NC(=S)NCc2ccncc2)cc(OC)c1OC
 : -3, 7, 0, 0, 0, 1, 6, 0
CCn1c(=O)c2c(cnn2C)c2ccccc21
 : /, /, /, ?, -3, -17, 1, 1
CC(C)NC(=O)CC1Nc2c3ccccc3nc(=S)n2C1=O (configuration not stated)
 : /, /, /, 0, 1, /, 2, 13
CCC(=O)N1[C@@H]2Cn3c(cccc3=O)[C@H]1[C@@H](C(=O)NC1Cc3ccccc3C1)[C@@H]2CO
 : /, 2, 2, 1, /, -2, -2, /
CCOC(=O)N/N=C/c1cn(Cc2ccc(Cl)cc2)c2ccccc12
 : /, 12, /, -6, -3, -1, -10, -3
CCCNC(=O)C1(C)CCN1C(=O)Cc1ccc(C(C)(C)C)cc1 (configuration not stated)
 : -2, -5, 1, -18, -1, -24, -8, 0
O=C(Nc1cccc(NC(=O)c2ccccc2Cl)c1)c1ccc(F)cc1
 : -10, -5, -3, 11, 4, -10, 2, 1
COCCNc1nnc(SCC(=O)Nc2nnc(-c3ccccc3)o2)s1
 : -14, -7, 3, /, /, 3, 0, /

Compound profiles, from the list above.
Entry for C[C@H]1CCCCO[C@H](CN(C)S(=O)(=O)c2ccc(F)cc2)[C@@H](C)CN([C@@H](C)CO)C(=O)c2cc(NS(=O)(=O)c3cn(C)cn3)ccc2O1 → EWS-Fli inh: 3; LGR2 inh: -10; CASP6 VEID inh: 3; PGC1a acetyl inh: -7; Cneo AK release: 7; PAX8 reporter: 2; FN deposition inh: 3; miR-122 sensor: 19[16.7 µM]
Entry for COc1cc(CN2C[C@@H](CO)O[C@@H](n3cnc4c(N(C)C)ncnc43)C2)cc(OC)c1OC → EWS-Fli inh: 3; LGR2 inh: -4; CASP6 VEID inh: 0; PGC1a acetyl inh: 0; Cneo AK release: 2; PAX8 reporter: -3; FN deposition inh: 1; miR-122 sensor: -4

(more compounds)
Values run as follows: EWS-Fli inh, LGR2 inh, CASP6 VEID inh, PGC1a acetyl inh, Cneo AK release, PAX8 reporter, FN deposition inh, miR-122 sensor
CCCCOc1ccc(C(=O)NCC(=O)NC2CC2)cc1
 : -8, -2, 0, /, 3, 6, -1, -5
C=CCNC(=O)NC(=O)COC(=O)COc1ccc(Br)cc1F
 : /, /, /, 11, -1, 4, -2, -7
CCCC#Cc1ccc2c(c1)O[C@H](CN(C)C(=O)c1ccccc1)[C@@H](C)CN([C@@H](C)CO)S2(=O)=O
 : 12, -5, 2, -5, 52, /, -8, 40[16.7 µM]
Cc1cc(C)c(NC(=O)/C(C#N)=C/c2ccc(OCc3ccc(F)cc3)cc2)c(C)c1
 : -53, 0, -1, /, -1, -7, 1, -21
COc1cccc(CNC(=O)C[C@H]2CC[C@@H]3[C@@H](COc4ccc(NC(C)=O)cc4C(=O)N3C)O2)c1
 : -10, 18, /, 0, -3, -11, -23, -53[16.7 µM]
O=C(CSc1ccc(-c2ccc(Cl)cc2)nn1)NC1CCCC1
 : -2, -11, -4, /, -1, 0, -3, 7
C[C@@H]1CN([C@@H](C)CO)C(=O)c2cc(-c3cccc(C(=O)N(C)C)c3)cnc2O[C@@H]1CN(C)C(=O)Cc1ccccn1
 : -2, /, 2, 4, 0, /, /, -4[16.7 µM]
CC1CN(CCOc2ccccc2C(C)C)CC(C)O1 (configuration not stated)
 : 7, -6, 2, -11, -1, 2, -1, 3
CCCCCCn1cc(CN2CC(N(C)CCC)CS2(=O)=O)nn1 (configuration not stated)
 : -11, 0, 1, /, /, -12, -7, /
Cc1ccc(OCCn2ccnc2)c([N+](=O)[O-])c1
 : 20, -1, -1, /, 1, -4, 3, -4
CCNC(=O)N(C)c1c(CC)nc2ccc(C(=O)N3CCN(C(C)=O)CC3)cn12
 : 2, 7, -3, 3, 1, -32, -5, 1
CCN1C(=O)/C(=C2/C=Cc3ccccc3N2CC)SC1=S
 : -15, -10, 1, 4, 0, 12, 0, -10
OCCCNc1cc(-c2ccnc(Nc3cccc(Cl)c3)n2)ccn1
 : -14, 102*, -3, /, 3, 98*, 8, /
CCOC(=O)c1c(C)[nH]c(C(=O)COC(=O)C2(C)CC2(Cl)Cl)c1C (configuration not stated)
 : /, /, /, 4, -1, -93, 2, 7
Nc1ccc2sc(N)nc2c1
 : -32, -43, 2, /, -3, -16, -6, -2
Cc1ccc(C(=O)NCC(c2ccc(F)cc2)N2CCOCC2)cc1S(=O)(=O)N1CCOCC1 (configuration not stated)
 : -10, -5, -2, -8, 1, -1, -3, 3
CCOC(=O)N1CCN(C(=O)CNS(=O)(=O)c2c(C)cc(C)cc2C)CC1
 : 6, 4, 2, 10, 1, -2, -2, -1
CCOC(=O)C1=C(C)NC(C)=C(C(=O)OCC)C1C(=O)OCC(N)=O
 : -1, 3, 3, -9, 1, 18, 0, 1
Cc1cc(-c2n[nH]c(=S)n2Cc2ccccc2)cs1
 : -6, -11, -2, /, /, 3, 6, -12
Cc1nnc(N/N=C/c2cccc(C(F)(F)F)c2)n1N
 : -2, -2, 25, 0, 0, 108*, 0, /
O=C(NCC1CC1)[C@]1(C(F)(F)F)C[C@H](CCC2CCCCC2)CCCO1
 : 4, -12, /, 11, 4, -19, -5, 0
COc1ccnc(NCc2cccc(C(F)(F)F)c2)c1C#N
 : 1, -22, 1, -20, -1, /, /, 24
O=C(NNC(=O)c1ccc(Cl)cc1Cl)c1csc(-c2cccnc2)n1
 : -24, 12, 7, /, -8, 19, 7, -5
CC(=O)N1CCN(C(=O)c2cc3c(s2)CCCC3)CC1
 : -16, 5, -2, /, -6, -51, -1, -3
Cc1cc(OCC(=O)Nc2nccs2)c2c(C)cc(=O)oc2c1
 : /, -27, 1, -4, -2, -35, 3, -1
O=C(Nc1ccccc1Cl)c1ccc2nc(N3CCOCC3)sc2c1
 : -71, -18, -1, 25, 0, -145, -1, -6
Cc1c(/C=N/Nc2ccc([N+](=O)[O-])cn2)c2ccccc2n1Cc1ccccc1
 : 8, 4, 1, 5, 0, 1, -9, 9
Cc1cccc(C2=NN(c3ccccc3)[C@@H](C(=O)N3CCOC3=O)[C@@H]2c2ccc([N+](=O)[O-])cc2)c1
 : 3, 2, -2, /, 5, 14, /, 5
Cc1c(C(=O)NCc2ccc(C#N)cc2)sc(=O)n1Cc1ccc(C(=O)N(C)C)cc1
 : -4, -16, 2, /, -1, -12, -6, /
CCC(C)Nc1nc(N)c([N+](=O)[O-])c(Nc2ccccc2OC)n1 (configuration not stated)
 : -30, 11, 7, -4, 3, -2, -1, 0
COc1ccc(NC(=O)N(C)C[C@@H]2Oc3c(NS(=O)(=O)c4ccccc4)cccc3C(=O)N([C@H](C)CO)C[C@@H]2C)cc1
 : 2, -16, /, -3, /, -21, /, 7[16.7 µM]
CCC(=O)N1[C@H](CO)[C@@H](c2ccc(-c3ccccc3)cc2)[C@@H]1CNC(=O)COC
 : 1, 9, /, 1, 1, -18, -1, 7[16.7 µM]
